# Screening data from PubChem BioAssay.
# S2 tox: Viability Counterscreen for Primary qHTS for Inhibitors of ATXN expression; 400,000 compounds, 0.49% hits; Potency, µM (doses to about 56.7 µM), actives largely listed as cytotoxic; S2 cells (HEK-293 line with an ATXN2-luciferase reporter) viability, CellTiter-Fluor protease fluorescence, 24 h; AID 651635, 2014; further: potency means the concentration at half of the fitted maximal effect; nearly all actives have a fitted effect of over 40% in size
# Nrf2 block: Nrf2 qHTS screen for inhibitors. 360,000 compounds, 2.1% hits. Potency, µM (highest dose often 46 µM), for the others: top-dose activity change, negative = inhibition, hits mostly inhibitors. AID 504444, 2011. A549 ARE-Fluc reporter, luciferase luminescence, 18-24 h; further: potency means the concentration at half of the fitted maximal effect; on the % scale 0 is the no-effect control and ±100 the full control effect; nearly all actives have a fitted effect of over 60% in size
#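 Concentration-response testing used A549 ARE_Fluc cells at 5000 cells/well. Following an 18-24 h compound incubation, viability was read by fluorescence (Ex 405/Em 525) and luciferase output by luminescence.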
# EPAC2 agonist: qHTS for Agonist of cAMP-regulated guanine nucleotide exchange factor 4 (EPAC2): primary screen; 360,000 compounds, 0.079% hits; Rap guanine nucleotide exchange factor 4 (Homo sapiens), Q8WZA2; EPAC2 activation, biochemical qHTS; response scale: 100% = 6.5 mM cAMP response; Potency, µM (series often up to 154 µM), for the others: at the top dose activation, actives largely listed as activators; AID 720711, 2013; further: potency means the concentration at half of the fitted maximal effect; nearly all actives have a fitted effect of over 50% in size
# Target sequence (Q8WZA2 whole entry, looked up): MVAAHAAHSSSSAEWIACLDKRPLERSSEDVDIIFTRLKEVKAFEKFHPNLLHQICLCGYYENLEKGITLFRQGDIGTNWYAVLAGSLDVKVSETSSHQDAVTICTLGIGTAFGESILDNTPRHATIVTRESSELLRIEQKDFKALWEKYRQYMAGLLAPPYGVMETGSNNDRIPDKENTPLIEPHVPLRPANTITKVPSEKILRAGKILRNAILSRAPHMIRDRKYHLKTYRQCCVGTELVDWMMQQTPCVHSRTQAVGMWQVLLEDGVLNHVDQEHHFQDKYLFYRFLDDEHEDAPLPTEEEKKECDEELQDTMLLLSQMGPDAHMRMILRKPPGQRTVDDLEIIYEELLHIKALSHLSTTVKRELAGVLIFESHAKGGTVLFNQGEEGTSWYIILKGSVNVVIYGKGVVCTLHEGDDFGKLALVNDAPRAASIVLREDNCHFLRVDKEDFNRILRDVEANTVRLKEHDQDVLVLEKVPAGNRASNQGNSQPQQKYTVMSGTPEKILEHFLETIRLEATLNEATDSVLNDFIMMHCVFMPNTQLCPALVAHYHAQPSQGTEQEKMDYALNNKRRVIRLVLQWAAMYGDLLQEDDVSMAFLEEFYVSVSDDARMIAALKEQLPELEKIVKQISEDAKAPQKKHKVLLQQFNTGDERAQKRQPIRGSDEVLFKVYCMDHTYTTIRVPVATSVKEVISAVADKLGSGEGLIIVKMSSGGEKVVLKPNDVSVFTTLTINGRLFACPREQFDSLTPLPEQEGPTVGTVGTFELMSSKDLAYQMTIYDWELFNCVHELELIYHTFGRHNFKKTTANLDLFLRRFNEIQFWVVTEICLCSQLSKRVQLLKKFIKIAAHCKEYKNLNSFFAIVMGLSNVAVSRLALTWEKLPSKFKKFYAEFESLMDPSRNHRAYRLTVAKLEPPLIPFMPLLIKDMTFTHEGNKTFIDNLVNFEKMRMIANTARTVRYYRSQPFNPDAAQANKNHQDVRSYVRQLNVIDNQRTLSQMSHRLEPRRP
#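 Compounds were titrated in qHTS against a Rap1B-BODIPY-GDP (250 nM) complex with EPAC2 (100 nM) and GDP (50 uM). BODIPY-GDP release tracked at 480/540 nm over 30 min at room temperature, normalized to 6.5 mM cAMP.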
# IL2 activator: qHTS of IL-2 Activators. IL-2 activation reporter assay, cell-based qHTS; stimulated with anti-CD3/CD4/CD28 beads; in transgenic mouse T cells. activation, % (series mostly up to about 46 µM). 360,000 compounds, 0.065% hits. AID 652025, 2013; in the data active means activation above about 50%; inconclusive means mostly about 30% to 49%; further: 0% is about no effect
#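 Quantitative HTS in unstimulated transgenic mouse T cells, with memory T cells as non-tolerant control and PMA/ionomycin as tolerance-bypass control. Compound pretreatment lasted 60 minutes before 18 h bead stimulation; EGFP/DsRed fluorescence read.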
# HepG2 viability: qHTS for Inhibitors of TGF-b: Cytotox Counterscreen. 410,000 compounds, 0.76% hits. AID 588856, 2011. Potency, µM (doses to about 46.1 µM), for the others: top-dose activity change, negative = cytotoxicity, actives largely listed as cytotoxic. HepG2 CAGA-GFP viability, ATP luminescence, 18 h; further: potency means the concentration at half of the fitted maximal effect; some results filed as inactive show a strong effect at the top dose
#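 HepG2 CAGA-GFP cells (1000/well, DMEM with 1% FBS) received compound, then TGF-beta at 500 pg/mL final, and were incubated 18 hours at 37 degrees C. Viability was read by CellTiter-Glo luminescence. Media-only wells were set as complete cell-killing and DMSO as no toxicity.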
# A549 tox: Nrf2 qHTS screen for inhibitors: counterscreen for cytotoxicity. Potency, µM (titrated, usually from 46 µM), for inactives: at the highest dose activity change, negative = cytotoxicity, most hits filed as inhibitors. 390,000 compounds, 0.16% hits. A549 ARE-Fluc cells, CellTiter-Fluor viability, 18-24 h. AID 504648, 2011; further: potency means the concentration at half of the fitted maximal effect; on the % scale 0 is the no-effect control and ±100 the full control effect
#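 Cytotoxicity counterscreen: CellTiter-Fluor fluorescence was measured in A549 ARE_Fluc cells after 18-24 h of compound exposure in a concentration series. The subsequent BugLite luminescent read reports ARE-luciferase activity.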
# TGFb inhibitor: qHTS for Inhibitors of TGF-b; Potency, µM (series often up to 46.1 µM), for the others: at the top dose activity, negative = inhibition, actives largely listed as inhibitors; 410,000 compounds, 1.2% hits; HepG2 CAGA-GFP TGF-b/SMAD3 reporter, GFP fluorescence, 18 h; TGF-beta stimulated, 500 pg/mL final; further: potency means the concentration at half of the fitted maximal effect; on the % scale 0 is the no-effect control and ±100 the full control effect; nearly all actives have a fitted effect of over 65% in size
#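 Using HEPG2 CAGA-GFP reporter cells at 1000 cells/well, we pinned test compounds, stimulated with recombinant TGF-beta (500 pg/mL final) and measured total well GFP after 18 h.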
# Nrf2 ARE act: qHTS of Nrf2 Activators; AREc32 ARE-luciferase reporter (MCF7-derived line), luminescence, 24 h; Potency, µM (top dose mostly 46.1 µM), inactives show top-dose activation, most hits filed as activators; 410,000 compounds, 0.31% hits; AID 624171, 2012; further: potency means the concentration at half of the fitted maximal effect; % of control where 0% means no effect; nearly all actives have a fitted effect of over 65% in size
#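 Luminescent ARE reporter assay in AREc32_Fluc cells: overnight plating at 37 deg C, 24 hr compound incubation, Steady-Glo added, 30 min RT before reading.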
# ATXN2 expr inh: Primary qHTS for Inhibitors of ATXN expression; HEK-293 ATXN2-luciferase reporter, luminescence, 24 h; Potency, µM (series often up to 57 µM), without a hit: at the top dose activity change, negative = inhibition, usual class: inhibitors; 360,000 compounds, 0.72% hits; AID 1745845, 2022; further: potency means the concentration at half of the fitted maximal effect; on the % scale 0 is the no-effect control and ±100 the full control effect; nearly all actives have a fitted effect of over 55% in size
#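 qHTS (up to 57 uM final) was run with 24 h compound exposure of reporter cells at 37 °C. Each well was multiplexed: SteadyGlo luminescence measured ATXN2-luciferase expression after a fluorogenic Gly-Phe-AFC viability readout (25 uM final).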
# * hit, by the source's call; i = inactive; ? = inconclusive; nt = no result given; [ ] = dose if it differs, or a comment. Unless noted, the call rests on the fitted dose curve; in most records, active means well fitted curve in the direction sought with a large enough effect; inconclusive means small, poorly fitted or top-dose-only effect, or another doubt; inactive means no such curve, though single readings can be large; an effect the other way counts as inactive or inconclusive.
nr	Molecule	ATXN2 expr inh	HepG2 viability	EPAC2 agonist	Nrf2 block	IL2 activator
1	CC(=O)NC(CC(=O)Nc1ccc(S(=O)(=O)NC2=NCCCCC2)cc1)c1ccccc1 (stereo not given)	nt	11%	-6%	6%	3.7
2	CCn1c(CNc2ccccc2Cl)nnc1SCC(=O)OC1CCCCC1	6%	-3%	12%	-2%	1.3
3	COCCCNc1ccn2nc(-c3cccc(OCc4ccccc4)c3)cc2n1	-13%	-53%	18%	nt	-0.7
4	COC(=O)c1c(NC(=O)C2c3ccccc3Oc3ccccc32)sc(C)c1C	5%	-4%	1%	nt	-0.2
5	CCOC(=O)[C@]12CCC=C1N(Cc1cccc3ccccc13)C(=O)[C@H](CC(=O)N1CCN(C(=O)C3CC3)CC1)C2	7%	nt	10%	nt	-0.9
6	Cc1ccc(Cl)cc1N1CCN(C(=O)CCS(=O)(=O)c2cc(Br)cc3c2N(C(=O)C2CC2)CC3)CC1	-5%	-10%	nt	-13%	nt
7	CCOc1cc(Cl)c(NC(=O)c2ccco2)cc1OCC	-28%	-21%	3%	-9%	-5.4
8	O=C(Nc1ccc(F)cc1)Nc1ccccc1F	25%	-30%	0%	?	-2.0
9	CCOC(=O)CSC1=C(C#N)C(c2ccccc2)C(C(C)=O)=C(C)N1 (stereo not given)	0%	-3%	21%	-24%	1.5
10	COc1ccc(NC(=S)Nc2ccc(C)c(Cl)c2)cc1OC	-4%	7%	1%	1%	1.0

nr	S2 tox	Nrf2 ARE act	A549 tox	TGFb inhibitor
1	?	0.2%	15%	12%
2	i	-0.4%	15%	-10%
3	?	2.2%	nt	?
4	i	-0.5%	?	-2%
5	?	0.3%	nt	nt
6	i	-1.0%	1%	-22%
7	i	0.0%	0%	10%
8	i	7.2%	-12%	2%
9	i	1.6%	6%	-9%
10	i	2.8%	3%	-17%

# Four of the entries above in order of the Nrf2 ARE act value, lowest first.
entry	Molecule	Nrf2 ARE act
6	Cc1ccc(Cl)cc1N1CCN(C(=O)CCS(=O)(=O)c2cc(Br)cc3c2N(C(=O)C2CC2)CC3)CC1	-1.0%
7	CCOc1cc(Cl)c(NC(=O)c2ccco2)cc1OCC	0.0%
5	CCOC(=O)[C@]12CCC=C1N(Cc1cccc3ccccc13)C(=O)[C@H](CC(=O)N1CCN(C(=O)C3CC3)CC1)C2	0.3%
8	O=C(Nc1ccc(F)cc1)Nc1ccccc1F	7.2%

# Taken from above.
# cpd 6 | Nrf2 ARE act = -1.0%
# cpd 2 | EPAC2 agonist = 12%
# cpd 9 | Nrf2 block = -24%
# cpd 8 | IL2 activator = -2.0

# Some of the entries so far, in transposed form:
7) CCOc1cc(Cl)c(NC(=O)c2ccco2)cc1OCC
9) CCOC(=O)CSC1=C(C#N)C(c2ccccc2)C(C(C)=O)=C(C)N1 (stereo not given)

Screen / compound no. | 7 | 9
ATXN2 expr inh | -28% | 0%
HepG2 viability | -21% | -3%
EPAC2 agonist | 3% | 21%
Nrf2 block | -9% | -24%
IL2 activator | -5.4 | 1.5
S2 tox | i | i
Nrf2 ARE act | 0.0% | 1.6%
A549 tox | 0% | 6%
TGFb inhibitor | 10% | -9%

# Further records
nr	Molecule	ATXN2 expr inh	HepG2 viability	EPAC2 agonist	Nrf2 block	IL2 activator
11	O=C(Cn1cnc2c(cnn2-c2ccccc2)c1=O)OCc1ccccc1	65%[activator]	-2%	6%	?	-2.3
12	CCc1cc2c(cc(C(=O)OC)n2Cc2nc(-c3ccc(C)cc3)oc2C)s1	7%	-4%	nt	-6%	nt
13	Cn1c(Oc2cccnc2CN2CCCC2)nc2cc(-c3cccc(C(F)(F)F)c3)sc2c1=O	17%	-12%	-6%	nt	-0.5
14	O=C(O)c1ccccc1NC(=O)C1C2C=CC(C2)C1C(=O)O (stereo not given)	1%	3%	2%	?	-0.8
15	Cc1ccc(Cl)cc1N1CCN(Cc2nc3c(c(=O)[nH]c(=O)n3C)n2Cc2ccccc2F)CC1	-3%	-106%	5%	18µM*	-1.9
16	O=[N+]([O-])c1ccccc1/C=N/n1c(-c2cccnc2)n[nH]c1=S	-9%	-52%	10%	-6%	-2.1
17	COc1ccc(NC(=O)Nc2ccc3[nH]ccc3c2)cc1	19%	11%	9%	?	2.4
18	COCCNC(=O)CNC(=S)N(Cc1ccccc1)Cc1cccnc1	4%	14%	-3%	4%	-3.3
19	CN(C)Cc1ccccc1CNC(=O)c1cccc(S(=O)(=O)Nc2ccc3c(c2)OCO3)c1	nt	-22%	-3%	nt	0.3
20	COc1ccc(/C(C)=N\Nc2nc(-c3ccccc3)cc(=O)[nH]2)cc1	-9%	-8%	-8%	-29%	1.1

nr	S2 tox	Nrf2 ARE act	A549 tox	TGFb inhibitor
11	?	2.3%	-11%	-6%
12	i	-0.4%	3%	2%
13	i	?	nt	?
14	i	-0.9%	0%	18%
15	i	-4.0%	-7%	?
16	i	-0.7%	-10%	-3%
17	i	0.1%	2%	-6%
18	i	-0.3%	-1%	3%
19	nt	5.7%	nt	-23%
20	i	2.2%	-6%	-3%

# The results go on.
nr	Molecule	ATXN2 expr inh	HepG2 viability	EPAC2 agonist	Nrf2 block	IL2 activator
21	COc1cccc(/C=C2\CCCCC2=O)c1	22%	-29%	7%	13%	-3.2
22	O=C(NCCC(=O)N1CCc2ccccc21)c1ccccc1Cl	-1%	14%	6%	1%	-1.6
23	CSCCC(NC(=O)OC(C)(C)C)C(=O)NC(C(=O)NC(CC(C)C)C(N)=O)C(C)C (stereo not given)	0%	-4%	9%	-10%	-0.5
24	O=c1oc2ccccc2c(CNc2ccccc2)c1[N+](=O)[O-]	nt	-32%	6%	-20%	1.0
25	Cc1nn(-c2ccccc2)c(C)c1/C=C/C(=O)OCC(=O)Nc1ncc(C(F)(F)F)cc1Cl	-2%	5%	-11%	-5%	-2.1
26	CSc1nc(SCC(=O)NCC2CCCO2)c2c3c(sc2n1)CN(C)CC3 (stereo not given)	-7%	11%	9%	?	-0.6
27	CNc1nc(SC)nc2ccsc12	2%	2%	-24%	-14%	-0.5
28	C=CCn1c(O)c(N=NC(=O)C(O)c2ccccc2)c2ccccc21 (stereo not given)	1%	0%	3%	11%	-2.8
29	Cc1cc(N2C(=O)C(=O)/C(=C(/O)c3ccc(Cl)cc3)C2c2cccc(Br)c2)no1 (stereo not given)	-4%	-10%	-18%	?	-1.6
30	CCc1noc(C)c1C(=O)N1CCCC(C(=O)c2cc(F)ccc2OC)C1 (stereo not given)	nt	-67%	12%	13%	-0.1

nr	S2 tox	Nrf2 ARE act	A549 tox	TGFb inhibitor
21	i	?	24%	?
22	i	-0.3%	15%	3%
23	i	-0.6%	6%	-14%
24	?	5.3%	-3%	-18%
25	i	-0.1%	-5%	-10%
26	i	2.5%	6%	2%
27	i	-0.5%	-19%	0%
28	i	0.5%	1%	-12%
29	i	-0.5%	-8%	-5%
30	i	-0.2%	4%	-9%

# Continuation:
nr	Molecule	ATXN2 expr inh	HepG2 viability	EPAC2 agonist	Nrf2 block	IL2 activator
31	CC1(C(=O)NS(=O)(=O)Cc2ccccc2)CCN1C(=O)C1(c2ccc(Cl)cc2)CCC1 (stereo not given)	2%	-2%	6%	nt	0.9
32	CC1=CCC2C(=O)N(c3cccc(C(=O)NCc4ccccc4)c3)C(=O)C2C1 (stereo not given)	-15%	-4%	6%	-15%	1.6
33	O=C(CN1CCN(C(=O)C2CCN(C(=O)/C=C/c3ccccc3)CC2)CC1)Nc1ccc(F)cc1	7%	-26%	0%	nt	0.3
34	COc1cccc2cc(C(C)N(CCCN3CCOCC3)C(=O)Nc3ccccc3)oc12 (stereo not given)	0%	-8%	3%	-6%	-0.6
35	CCOC(=O)c1cn2nc(N3CCCC3)ccc2n1	?	17%	4%	?	1.0
36	Cc1ccc(OCC(O)CN2CCN(c3ccccn3)CC2)c(C)c1 (stereo not given)	-8%	2%	1%	?	-0.3
37	CCOC(=O)C1CCCN(S(=O)(=O)c2ccc3c(c2)CCN3C(=O)CC)C1 (stereo not given)	-9%	-23%	nt	9.2µM*	nt
38	Cc1nc2ccccc2c2oc(C(=O)N3CCN(C4CCCCC4)CC3)cc12	-23%	-8%	4%	?	-4.3
39	COc1ccc2c(c1)CCCC21NC(=O)N(CC(=O)NC(=O)NCc2ccccc2)C1=O (stereo not given)	nt	1%	2%	?	3.7
40	CN(C)/C=C1\C=C(c2ccccc2)OC1=O	-24%	-21%	3%	-21%	-0.6
41	CC(=O)c1c(C)[nH]c(C(=O)OCC(=O)NCc2cccs2)c1C	3%	0%	7%	15µM*	-0.6
42	Cc1ccc2nc3c(cc(C(=O)NC4CCCCC4)c(=N)n3C(C)C)c(=O)n2c1	nt	-2%	nt	9%	nt
43	CCOc1ccc(OCC)c(NC(=O)C2COc3ccccc3O2)c1 (stereo not given)	-12%	-4%	25%	?	-2.1

nr	S2 tox	Nrf2 ARE act	A549 tox	TGFb inhibitor
31	i	-1.0%	nt	1%
32	i	-0.5%	-1%	0%
33	i	2.0%	-6%	-90%
34	i	-0.3%	-4%	-10%
35	i	-2.6%	4%	-1%
36	i	-0.5%	2%	25%
37	i	0.1%	0%	?
38	i	0.7%	-12%	-4%
39	i	-0.3%	9%	-17%
40	i	12%	2%	7%
41	?	4.7%	-1%	?
42	nt	0.1%	4%	9%
43	i	2.6%	0%	-5%
